# Assay outcomes (PubChem BioAssay)
# PAX8 inh HTS: inhibitors of PAX8-driven TPO luciferase reporter, primary screen, RMG-I cells, single concentration; AID 652154, 2013; inhibition, % at 12.6 µM; 360,000 compounds, 1.2% hits; SteadyGlo, 24 h;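 active = mean replicate inhibition at least 60% with every replicate also reaching 60%; inconclusive = only one of the two criteria is met; inactive = mean below 60% and not all replicates reaching 60%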;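 also: luciferase light reporting Pax8 driven TPO promoter activity; plate controls were median of neutral control wells for no effect and mitoxantrone controls for full effect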
# ARNT-TACC3 inh: disruptors of ARNT/TACC3 protein interaction, primary screen, biochemical, AlphaScreen, single concentration; AlphaScreen His-ARNT PAS-B/GST-TACC3 binding, luminescence; TACC3 fragment carries E629A point mutation; inhibition, % at 9.99 µM; 390,000 compounds, 0.66% hits;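 active = mean inhibition of replicates at least 50% and at least half of replicates each reaching 50%; inconclusive = half or more replicates reach 50% but mean below 50%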;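 also: 0% = complete ARNT plus TACC3 wells and 100% = ARNT alone without TACC3; many hits fall short of the cut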
# ERp5 block: inhibitors of ERp5-driven insulin aggregation, primary screen, biochemical, turbidity, absorbance 650 nm, single point; 90 min; inhibition, % at 9.99 µM; Protein disulfide-isomerase A6 (Homo sapiens), Q15084; AID 651711, 2012; 350,000 compounds, 0.05% hits;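 active = mean replicate inhibition above about 25%, with every replicate also reaching it, limit read from the data, passing the limit was not always enough; inconclusive = only one of those two criteria met; inactive = neither criterion met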
# Target sequence (Q15084 whole entry, looked up): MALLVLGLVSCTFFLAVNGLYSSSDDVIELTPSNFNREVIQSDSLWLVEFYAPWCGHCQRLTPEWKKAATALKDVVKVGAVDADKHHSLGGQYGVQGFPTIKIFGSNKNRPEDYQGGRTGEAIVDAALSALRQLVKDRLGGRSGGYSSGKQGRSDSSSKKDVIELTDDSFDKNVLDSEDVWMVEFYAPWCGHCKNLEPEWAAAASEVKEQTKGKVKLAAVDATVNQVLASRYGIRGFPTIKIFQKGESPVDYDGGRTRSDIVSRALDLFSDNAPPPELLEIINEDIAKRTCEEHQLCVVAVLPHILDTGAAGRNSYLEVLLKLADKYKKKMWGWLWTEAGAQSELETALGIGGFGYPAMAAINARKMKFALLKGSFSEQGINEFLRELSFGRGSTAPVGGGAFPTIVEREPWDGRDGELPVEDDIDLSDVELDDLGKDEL
# F508del corr: F508del CFTR correction, initial screen, CFBE line, single point; CFBE cells, YFP halide quenching; stimulated with forskolin plus potentiator P3; % fluorescence drop versus neutral controls; activity (quench increase), % at 7.58 µM; 350,000 compounds, 0.36% hits; AID 720511, 2013;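 active = mean added fluorescence quench of at least 8% versus neutral control, with both replicates also reaching 8%; inconclusive = only one of the mean or replicate conditions met; inactive = mean below 8% and not both replicates reaching 8%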;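 also: cells transiently co-express mutant CFTR-F508del with the halide-sensitive YFP; corrector assay measuring rescue of mutant channel to the surface after 24 h compound exposure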
# GSIS activator: GLuc luminescence reporter in INS-1E cells, primary screen for activators of glucose-dependent secretion of insulin; 370,000 compounds, 0.61% hits; activation, % at 16.6 µM; AID 743287, 2014; INS-1E GLuc reporter insulin secretion, 2-3 h;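 active = lowest replicate activation of at least 40%, so every replicate reaches that level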;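 also: 0% = median of neutral control wells and 100% = median of IBMX positive control wells; some compounds called inactive have numbers as strong as hits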
# EWS-Fli inh: EWS/Fli-driven NR0B1 reporter inhibitors, primary screen, A673 cells, NR0B1 luciferase, luminescence, MLPCN library | viability-normalised | inhibition, % at 12.6 µM | 350,000 compounds, 0.67% hits | AID 651661, 2012;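 active = mean inhibition of at least 50% after viability correction, with every replicate also passing that limit; inconclusive = mean reaches 50% but only one of two replicates passes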;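 also: firefly luciferase signal divided by Alamar Blue viability fluorescence both relative to DMSO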
# DENV2 CPE rescue: inhibitors of DENV2 cytopathic effect, primary screen, cell-based, plate reader, single concentration; 350,000 compounds, 1.7% hits; DENV2-infected cells, cytopathic effect rescue; CPE inhibition, % at 9.99 µM; AID 651640, 2012; in the data active = CPE inhibition above about 20%, passing the limit was not always enough; inconclusive = no clear call, values can overlap the other calls; tested in BHK-21 cells;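 also: 0% = median of neutral control wells and 100% = median of positive control wells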
# Xi reactivation: activators of inactive X chromosome reactivation, primary screen, imaging, XiGFP fibroblasts, GFP high-content imaging, set 2 | XiGFP mouse fibroblasts, % GFP-positive cells imaging, 3 d; cells co-treated with 5-aza-dC sensitizer; scaled so ellipticine positive control = 100% | activation, % at 7.58 µM | 360,000 compounds, 0.055% hits | AID 743238, 2013;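 active = mean normalized replicate activation at least 10% and every replicate at or above 10%; inconclusive = only one of the two criteria met; inactive = mean below 10% and not all replicates reach 10%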;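 also: 0% = median of on-plate neutral control wells and 100% = ellipticine 6 µM median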
#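 Material: SV40-immortalized XiGFP fibroblast cells, line 68-5-11 | Buffer or medium: DMEM containing 5-aza-dC | Dosing: One concentration, pinned | Times: 3 d treatment, 15 min room-temperature fixation | Controls: Ellipticine 6 µM positive control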
# Starred values were filed as active, the others as inactive; u = inconclusive; x = not tested or not shown.
[1] Cc1ccc(C(=O)c2cc([N+](=O)[O-])ccc2N2CC(C)OC(C)C2)cc1 (configuration not stated)
[2] CC(C)(C)c1ccc(NC(=O)c2ccccc2)c([N+](=O)[O-])c1
[3] Cc1ccc(S(=O)(=O)Nc2ccc3c(c2)C(=O)N([C@@H](C)CO)C[C@@H](C)[C@@H](CN(C)Cc2ccncc2)OCCCC[C@@H](C)O3)cc1
[4] Cc1ccc(S(=O)(=O)N(C)C[C@H]2Oc3ccc(NC(=O)NC4CCCCC4)cc3CC(=O)N([C@H](C)CO)C[C@@H]2C)cc1
[5] CCOC(=O)C1(C)CCCN(C(=O)c2ccc(OC)c(OC)c2)C1 (configuration not stated)
[6] COc1cccc(CN2CCC2(C)C(=O)NCc2cccc(C(F)(F)F)c2)c1OC (configuration not stated)
[7] CCCN(CC(=O)Nc1ccc(Cl)cc1Cl)C(=O)c1ccc(=O)[nH]c1
[8] O=C(Cc1ccccn1)N1CC2(C1)[C@H](c1ccccc1)[C@@H](CO)N2C(=O)c1ccccc1
[9] CC(C)CNC(=O)c1cccc(NC(=O)CSc2ccccc2)c1
[10] C[C@@H]1CN([C@@H](C)CO)C(=O)c2cc(NC(=O)Cc3ccccc3)ccc2O[C@@H]1CN(C)C(=O)Nc1cccc2ccccc12
Compound	1	2	3	4	5	6	7	8	9	10
ERp5 block	-2	-1	-3	-1	2	1	-11	-4	x	1
EWS-Fli inh	u	-14	1	7	-11	-1	0	-2	x	9
ARNT-TACC3 inh	8	x	-4	4	x	x	-4	x	-8	13
Xi reactivation	0.1	0.0	0.0	0.7	0.0	-0.1	0.4	0.2	3.5	-0.1
GSIS activator	2	-13	-17	-16	-10	-36	11	-1	2	-21
PAX8 inh HTS	9	-224	-5	-2	-2	8	-7	x	-4	u
F508del corr	-0.4	4.2	-0.4	1.1	4.8	5.3	-2.4	-0.4	x	-1.7
DENV2 CPE rescue	4	2	u	13	u	4	14	11	x	-10

# Among those listed so far, 2 have a halogen:
[6] COc1cccc(CN2CCC2(C)C(=O)NCc2cccc(C(F)(F)F)c2)c1OC (configuration not stated)
[7] CCCN(CC(=O)Nc1ccc(Cl)cc1Cl)C(=O)c1ccc(=O)[nH]c1
Compound	6	7
ERp5 block	1	-11
EWS-Fli inh	-1	0
ARNT-TACC3 inh	x	-4
Xi reactivation	-0.1	0.4
GSIS activator	-36	11
PAX8 inh HTS	8	-7
F508del corr	5.3	-2.4
DENV2 CPE rescue	4	14

# (further entries)
[11] CCCN1C[C@@H](C)[C@@H](OC)CN(C)C(=O)c2cc(NC(=O)CC)ccc2OC[C@H]1C
[12] C[C@H]1CN([C@@H](C)CO)C(=O)c2cc(NC(=O)Cc3cn(C)c4ccccc34)ccc2O[C@H]1CN(C)Cc1ccccc1
[13] O=C(c1cc(COc2ccc(F)c(F)c2)on1)N1CCSCC1
[14] CNC(=O)C[C@H]1CC[C@@H]2[C@@H](COc3ccc(NC(=O)Nc4cccc(C)c4)cc3C(=O)N2C)O1
[15] CCN1C[C@@H]2[C@@H]3C(=O)N(C)C(=O)[C@@H]3[C@](C)(C1=O)N2C(=O)c1ccc(C)cc1
[16] COc1ccc(NC(=O)C(c2ccccc2)c2ccccc2)cn1
[17] Cc1ccc(-c2ccc3c(c2)O[C@H](CN(C)Cc2cccc(C(=O)O)c2)[C@@H](C)CN([C@@H](C)CO)S3(=O)=O)cc1
[18] CCOc1ccc(NC(=O)CN(C)C(=O)c2ccc(=O)[nH]c2)cc1OCC
[19] COc1ccc(C(=O)OCC(=O)c2cc(C)n(CC3CCCO3)c2C)cc1[N+](=O)[O-] (configuration not stated)
[20] CC(C)c1cn(CC[C@@H]2CC[C@H](NC(=O)C3CCCC3)[C@@H](CO)O2)nn1
Compound	11	12	13	14	15	16	17	18	19	20
ERp5 block	x	6	5	-2	5	1	6	-10	1	-1
EWS-Fli inh	9	-8	-77	-11	-2	-8	3	-2	-11	-4
ARNT-TACC3 inh	x	13	-4	2	2	-1	-2	-6	2	-3
Xi reactivation	0.4	0.3	-0.1	0.0	-0.1	0.3	-0.2	0.4	0.3	-0.1
GSIS activator	0	-10	-5	4	-9	-3	2	2	x	11
PAX8 inh HTS	x	12	-143	21	-5	0	x	-2	-20	13
F508del corr	-1.2	1.6	1.9	-4.2	-4.5	-1.3	-0.5	-1.7	-2.3	-0.2
DENV2 CPE rescue	x	9	9	-2	u	-1	u	-6	-3	-2

[21] CCOc1ccccc1CN1CCC(n2nccc2NC(=O)CCc2ccccc2)CC1
[22] O=C(Nc1ccccc1F)N1C[C@H]2[C@@H](c3ccccc31)[C@@H](CO)N2C(=O)c1ccccc1F
[23] CCCNC(=O)N1[C@H](CO)[C@H](c2ccc(-c3ccccc3)cc2)[C@@H]1CNC(C)=O
[24] C=C(C(=O)O)C1CCC2(C)CCCC(C)(O)C2C1 (configuration not stated)
[25] O=C(NC(=S)Nc1ccc2[nH]c(=O)[nH]c2c1)c1ccccc1[N+](=O)[O-]
[26] CC1CN(C(=O)COC(=O)COc2ccc(C#N)cc2)CC(C)O1 (configuration not stated)
[27] COc1ccc([Si](C)(C)[C@H]2[C@H](CCn3cc([C@H](O)c4ccccc4)nn3)O[C@@]3(C(=O)N(Cc4ccc(N5CCC5=O)cc4)c4ccccc43)[C@@H]2C)cc1
[28] C[C@H]1CN([C@@H](C)CO)C(=O)c2cc(NC(=O)Nc3ccc4c(c3)OCO4)ccc2O[C@@H]1CN(C)Cc1ccc(Oc2ccccc2)cc1
[29] CN(C)C(=O)[C@@H]1[C@@H](CO)[C@@H]2Cn3c(ccc(-c4ccncc4)c3=O)[C@H]1N2C(=O)NC1CCCC1
[30] C[C@@H]1CN([C@H](C)CO)C(=O)c2cc(NC(=O)Nc3cccc4ccccc34)ccc2O[C@H]1CN(C)S(=O)(=O)c1ccc(F)cc1
Compound	21	22	23	24	25	26	27	28	29	30
ERp5 block	5	3	x	1	-14	-1	-11	5	-3	-10
EWS-Fli inh	x	-29	-14	-7	4	5	7	10	-5	-4
ARNT-TACC3 inh	-12	4	3	5	-2	-1	-3	29	x	-3
Xi reactivation	0.0	0.4	0.3	x	0.1	0.2	x	-0.1	0.3	0.1
GSIS activator	14	-3	-16	1	20	10	x	1	3	3
PAX8 inh HTS	7	-42	8	x	22	-14	7	x	-42	14
F508del corr	0.1	2.3	-0.6	3.6	2.3	3.0	1.9	2.4	1.1	-0.2
DENV2 CPE rescue	-1	8	-21	-13	0	4	-2	-1	-5	u

[31] C[C@@H]1CN([C@H](C)CO)C(=O)c2cccc(NC(=O)Nc3ccc4c(c3)OCO4)c2O[C@@H]1CN(C)C(=O)Nc1ccc(C(F)(F)F)cc1
[32] O=S1(=O)C[C@@H](N2CCCC2)[C@H](COCc2ccccc2)N1
[33] Cc1ccccc1CC(=O)NC1CCN(Cc2ccccc2)CC1
[34] CCCCn1c(-c2cccc(F)c2)nc2c1c(=O)[nH]c(=O)n2CC(C)C
[35] COc1cccc(NC(=O)N2CC(=O)N3[C@H](C2)[C@H](c2ccc(C4=CCCC4)cc2)[C@@H]3CO)c1
[36] CC(C)C#Cc1ccc2c(c1)O[C@H](CN(C)C(=O)C1CC1)[C@@H](C)CN([C@H](C)CO)S2(=O)=O
[37] C[C@@H]1CCCCO[C@H](CN(C)C(=O)c2ccccc2)[C@@H](C)CN([C@H](C)CO)C(=O)c2cc(NC(=O)CCC(F)(F)F)ccc2O1
[38] COc1ccccc1C(=O)NCCCn1cc(Br)c(C)n1
[39] Cc1cc(C)c(NC(=O)COC(=O)c2c(C)noc2C)c(Cl)c1
[40] CCc1ccc(-c2nc(SCC(=O)NC3CCS(=O)(=O)C3)n[nH]2)cc1 (configuration not stated)
Compound	31	32	33	34	35	36	37	38	39	40
ERp5 block	-2	-3	6	3	3	-1	-1	-3	-1	2
EWS-Fli inh	-16	-6	12	x	-7	-1	-17	-3	-8	-24
ARNT-TACC3 inh	7	x	1	10	x	-4	-4	-7	-25	-7
Xi reactivation	0.0	0.0	0.0	0.1	0.0	-0.2	0.0	x	0.1	-0.2
GSIS activator	-35	3	2	16	-9	-6	9	x	x	0
PAX8 inh HTS	x	1	26	11	-9	x	-36	x	-13	-60
F508del corr	-0.6	0.8	-0.4	0.3	-0.8	-1.3	-3.4	-1.6	0.8	-0.8
DENV2 CPE rescue	3	-1	15	0	-2	4	-10	0	0	-6

[41] CC(=O)/C=C\c1ccccc1OC(=O)c1cc2ccccc2oc1=O
[42] CC1(C)CC[C@]2(C(=O)O)CC[C@]3(CO)C(=CCC4[C@@]5(C)C[C@H](O)[C@H](O)[C@@](C)(C(=O)O)C5CC[C@]43C)[C@@H]2C1 (some centres not stated)
[43] Cc1cc(C)cc(NC(=O)C2CCCN2/C=C/C(=O)C(F)(F)F)c1 (configuration not stated)
[44] COc1cccc(NC(=S)NCc2ccncc2)c1
[45] C[C@@H]1CN([C@H](C)CO)C(=O)c2cc(NC(=O)NC3CCCCC3)ccc2O[C@@H](C)CCCCO[C@H]1CN(C)S(=O)(=O)c1cn(C)cn1
[46] O=c1nc(SCc2cccc(C(F)(F)F)c2)nc2ccccn12
[47] NC(=O)CC(NC(=O)c1cccc(Br)c1)c1ccc(NCC2CC2)c([N+](=O)[O-])c1 (configuration not stated)
[48] COc1cccc(NC(=O)C[C@@H]2CC[C@@H]3[C@H](COc4ccc(NS(=O)(=O)c5cccc(F)c5)cc4C(=O)N3C)O2)c1
[49] CCn1ncc(CN2CCN(Cc3ccc(OC)c(C)c3C)C(CCO)C2)c1C (configuration not stated)
[50] CCOC(=O)C1=C(C)N=c2s/c(=C\c3ccc(C(=O)O)cc3)c(=O)n2C1c1ccc(F)cc1 (configuration not stated)
[51] Cc1ccc(C(=O)/C=C/c2ccco2)c(O)c1
[52] COCC(=O)NC[C@H]1[C@H](c2ccc(C3=CCCC3)cc2)[C@H](CO)N1C(=O)C1CC1
[53] Cc1ccc(-c2c(C)nn3c(N4CCOCC4)cc(C)nc23)cc1
Compound	41	42	43	44	45	46	47	48	49	50	51	52	53
ERp5 block	3	1	x	8	3	-1	2	x	-2	3	x	x	-1
EWS-Fli inh	-4	-11	x	9	-4	-1	0	5	3	11	x	-6	-8
ARNT-TACC3 inh	1	12	-14	-1	9	-2	-5	-4	-4	6	6	-7	-9
Xi reactivation	0.0	-0.2	0.2	0.8	0.0	-0.1	0.4	0.0	0.0	0.0	0.0	0.5	0.4
GSIS activator	-5	x	0	14	8	0	x	-1	-6	-24	-12	8	15
PAX8 inh HTS	-5	-26	6	7	10	6	11	-17	11	0	-107	3	10
F508del corr	0.5	-3.2	x	x	4.5	-0.8	-2.8	-2.0	4.1	-1.0	x	-2.8	-2.7
DENV2 CPE rescue	6	-6	x	-4	4	-3	-9	-1	-8	6	x	x	20
